Source: PubChem (National Center for Advancing Translational Sciences (NCATS))
Pol iota inh: blocks human DNA polymerase iota activity; Pol iota fluorescent replication assay, 10 min; 1% of 390,000 active; Potency, µM (titrated, usually from 115 µM), for inactives: top-dose activity, negative = inhibition, most hits filed as inhibitors; AID 588590; Q9UNA4; note: potency is the fitted concentration of half-maximal effect
Target sequence (Q9UNA4 whole entry, looked up): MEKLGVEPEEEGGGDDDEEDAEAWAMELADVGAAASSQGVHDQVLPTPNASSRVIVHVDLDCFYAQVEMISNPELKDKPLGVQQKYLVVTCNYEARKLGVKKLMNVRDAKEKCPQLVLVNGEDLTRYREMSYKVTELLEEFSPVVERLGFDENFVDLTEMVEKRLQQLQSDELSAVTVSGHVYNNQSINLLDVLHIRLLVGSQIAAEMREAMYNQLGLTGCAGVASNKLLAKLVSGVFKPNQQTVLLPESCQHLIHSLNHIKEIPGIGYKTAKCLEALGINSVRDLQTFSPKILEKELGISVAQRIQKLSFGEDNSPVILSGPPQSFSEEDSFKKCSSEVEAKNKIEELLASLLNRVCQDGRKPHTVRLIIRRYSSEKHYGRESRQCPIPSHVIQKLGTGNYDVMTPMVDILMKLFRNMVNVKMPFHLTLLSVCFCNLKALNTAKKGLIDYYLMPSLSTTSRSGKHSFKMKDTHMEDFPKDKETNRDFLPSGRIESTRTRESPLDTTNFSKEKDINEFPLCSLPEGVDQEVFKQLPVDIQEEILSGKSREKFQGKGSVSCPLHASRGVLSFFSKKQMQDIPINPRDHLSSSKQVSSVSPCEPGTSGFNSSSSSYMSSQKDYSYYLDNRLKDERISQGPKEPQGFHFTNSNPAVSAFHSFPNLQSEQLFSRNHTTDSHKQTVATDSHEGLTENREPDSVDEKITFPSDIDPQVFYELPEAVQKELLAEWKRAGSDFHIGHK
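Pol iota at 10 nM preincubated 15 min with compounds at room temperature; reaction started with fluorescent substrate, 50 nM final. Fluorescence read kinetically at 0 and 10 min; buffer-only wells as negative control.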
APEX1 inh: APE1 (human) endonuclease inhibition; P27695; recombinant APE1, TAMRA/BHQ-2 abasic DNA cleavage fluorescence; Potency, µM (series often up to 65.8 µM), without a hit: top-dose activity change, negative = inhibition, most hits filed as inhibitors; 0.35% of 350,000 active;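 note: potency is the fitted concentration of half-maximal effect; plate controls were vehicle for no effect and reference inhibitor for full effect; nearly all actives have a fitted effect of over 55% in size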
Target sequence (P27695 whole entry, looked up): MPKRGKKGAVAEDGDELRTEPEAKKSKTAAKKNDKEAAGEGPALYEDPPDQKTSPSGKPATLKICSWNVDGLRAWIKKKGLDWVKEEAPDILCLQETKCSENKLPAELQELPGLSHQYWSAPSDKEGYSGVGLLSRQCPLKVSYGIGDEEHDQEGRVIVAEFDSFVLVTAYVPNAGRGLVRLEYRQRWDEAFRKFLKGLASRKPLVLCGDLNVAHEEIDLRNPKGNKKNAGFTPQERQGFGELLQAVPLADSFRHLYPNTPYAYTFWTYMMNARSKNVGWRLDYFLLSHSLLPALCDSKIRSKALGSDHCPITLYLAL
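Activity was derived from the fluorescence gain between first and third kinetic reads (60 s intervals, ex 525/em 598 nm) after 50 nM THF-abasic TAMRA/BHQ-2 duplex was added to 0.75 nM APE1 preincubated 15 min with compound.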
POLH inh: blocks human DNA polymerase eta activity; recombinant Pol eta, fluorescent DNA replication assay; Potency, µM (series often up to 114 µM), for the others: at the highest dose activity change, negative = inhibition, hits mostly inhibitors; Q9Y253; 1.2% of 390,000 active; AID 588591; note: potency is the fitted concentration of half-maximal effect; % is set by controls: 0 for no effect and ±100 for the full control effect
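Pol eta at 10 nM preincubated with compounds 15 min at room temperature; reaction started with fluorescent substrate (50 nM final) and read kinetically at 0 and 10 min.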
BLM helicase inh: Bloom syndrome helicase (human) inhibition; P54132; Potency, µM (top dose mostly 56.1 µM), without a hit: at the highest dose activity change, negative = inhibition, usual class: inhibitors; recombinant BLM DNA unwinding, fluorescence dequenching; AID 2528; 0.2% of 350,000 active;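 note: potency is the fitted concentration of half-maximal effect; plate controls were vehicle for no effect and no enzyme for full effect; nearly all actives have a fitted effect of over 35% in size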
Glioma ERSR ind: inducers of ER stress response in human glioma cells | U87-MG GRP78 promoter luciferase reporter, 16 h | 0.02% of 420,000 active | Potency, µM, for the others: at the top dose activation, most hits filed as activators; note: potency is the fitted concentration of half-maximal effect; series mostly up to about 76 µM; % of control where 0% means no effect; nearly all actives have a fitted effect of over 35% in size
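Stably transfected U87-MG human glioma cells carrying a GRP78-based luminescent sensor were seeded at 1000 cells/well, pin-dosed with compounds and incubated 16 h. Luciferase reagent was then added, and end-point luminescence was read after 10 min at room temperature.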
Pol beta inh: blocks human DNA polymerase beta activity | Potency, µM (doses to about 114 µM), without a hit: at the top dose activity change, negative = inhibition, actives largely listed as inhibitors | Pol beta primer extension/strand displacement, fluorescence kinetic | 1.3% of 340,000 active | AID 485314 | P06746; note: potency is the fitted concentration of half-maximal effect; % is set by controls: 0 for no effect and ±100 for the full control effect
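Human Pol beta at 10 nM; strand-displacement substrate 50 nM final. Compound exposure 15 min at room temperature before start, reaction 10 min at room temperature.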
LDHA block: LDHA (human) enzyme inhibition. purified LDHA, NADH/diaphorase-resazurin fluorescence; hits give low values. activity change, % (values are at about 110 or 230 µM). 0.15% of 480,000 active. AID 1347041; in the data active = activity change below about -30%; inconclusive = mostly about -25% to -30%;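 note: plate controls were DMSO wells for no effect and wells without enzyme for full effect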
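Human LDH5 (2 nM) was incubated with 0.06 mM NADH and 0.2 mM pyruvate for 5 min at room temperature in Tris pH 7.4. Remaining NADH was coupled through diaphorase/resazurin, and resorufin fluorescence was read at 0 and 20 min.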
Pol kappa inh: blocks human DNA polymerase kappa activity. Q9UBT6. purified Pol kappa, fluorescent DNA synthesis assay, 10 min. Potency, µM (top dose mostly 107 µM), without a hit: top-dose activity, negative = inhibition, hits mostly inhibitors. 0.53% of 400,000 active; note: potency is the fitted concentration of half-maximal effect; % is set by controls: 0 for no effect and ±100 for the full control effect
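Here, compound and 10 nM enzyme are combined for 15 min at room temperature; adding 50 nM substrate (final) starts DNA synthesis, tracked by fluorescence at 0 and 10 min against buffer-only wells.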
Apoferritin bind: binds horse apoferritin like a general anesthetic. apoferritin/1-aminoanthracene competitive binding, fluorescence. Potency, µM (titrated, usually from 77.5 µM), for inactives: top-dose activity change, negative = displacement, actives largely listed as inhibitors. P02791. 0.074% of 350,000 active. AID 485281; note: potency is the fitted concentration of half-maximal effect; % is set by controls: 0 for no effect and ±100 for the full control effect; nearly all actives have a fitted effect of over 20% in size
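Probe: 1-aminoanthracene (50% saturated, PBS). Protein: horse-spleen apoferritin, 10 uM. Incubation: 10 min, room temperature. Detection: 380 nm excitation, 535 nm emission. Analysis: normalized response, four-parameter Hill.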
The depositor's hits bear a star; ? = inconclusive; . = not tested or not shown; [ ] = another dose, or the depositor's remark. Unless noted, calls come from the whole dose curve; as a rule, active = well fitted curve in the direction sought with a large enough effect; inconclusive = small, poorly fitted or top-dose-only effect, or another doubt; inactive = no such curve, though single readings can be large; an effect the other way counts as inactive or inconclusive. A portion of the library. The share of hits here may be higher or lower than overall.

SMILES | Pol iota inh | APEX1 inh | POLH inh | BLM helicase inh | Glioma ERSR ind | Pol beta inh | LDHA block | Pol kappa inh | Apoferritin bind
Cc1csc2c(=O)sc(NC(=O)c3cccs3)nc12 | ? | -2.6% | ? | ? | -7.2% | ? | -9.0 | 5.9% | -8.3%
CN(C)c1cc[n+](CC(=O)N2c3ccccc3Sc3ccccc32)cc1 | 159.9%[activator] | 21.0% | -6.8% | 5.0% | -6.7% | 4.1% | -6.3 | 7.8% | -8.4%
CCC1(C)Cc2c(sc3nc(SC)n(-c4ccc(C)cc4)c(=O)c23)CO1 (stereo not given) | -6.5% | . | -7.7% | -7.6% | -1.5% | 3.3% | -16.8 | -14.3% | -9.5%
N#Cc1cccc(-c2ccc3ncnc(NCc4cccs4)c3c2)c1 | . | 0.8% | . | -24.2% | -10.9% | . | . | ? | .
Cc1cccc(-c2cc3nc(-c4ccccc4)cc(=O)n3[nH]2)c1 | -8.5% | 6.1% | -12.2% | -2.6% | 4.3% | -4.2% | 7.1 | -0.4% | -13.4%
O=C(NCCCN1CCOCC1)c1cnccn1 | 22.6% | 19.3% | -3.2% | -0.6% | 1.1% | 3.4% | 0.1 | 2.4% | -7.6%
Cn1cc(Br)c(C(=O)NN2C(=O)C3C(C2=O)C2C=CC3C23CC3)n1 (stereo not given) | 63.8%[activator] | -0.6% | -14.9% | -10.5% | -1.7% | 1.7% | -1.9 | 7.8% | -4.4%
NC(=O)c1c(NC(=O)c2cc(-c3ccc(F)cc3)on2)sc2c1CCCC2 | 5.7% | . | 1.7% | -3.8% | -4.7% | 4.7% | -11.6 | -11.8% | -2.3%
COc1ccc(CCNC(=O)C2CCN(S(=O)(=O)c3ccc(F)cc3)CC2)cc1 | 6.0% | 3.9% | -4.5% | -0.4% | -1.3% | 4.5% | -11.7 | -11.6% | 0.1%
COc1cc(C(C)=O)ccc1OCC(=O)Nc1ccc(Cl)c(S(=O)(=O)N2CCOCC2)c1 | 29.5% | -5.1% | -17.4% | . | -3.5% | . | -1.1 | 4.1% | .
CCOC(=O)c1ccc(Nc2nc3ccccc3n3c(C)nnc23)cc1 | 22.8% | . | -20.9% | -9.9% | -0.6% | -23.9% | -1.9 | -14.3% | -6.9%
CCOC(=O)Nc1ccccc1N1C(=O)c2ccccc2C1=O | 6.3% | -3.5% | 1.8% | 0.8% | -5.8% | -5.2% | -16.7 | -10.3% | -8.3%
CC(=O)c1ccc(OCCCC(=O)NC2CCCc3ccccc32)cc1 (stereo not given) | 1.1% | 1.6% | -6.9% | 3.5% | -3.2% | 1.0% | -5.6 | -11.2% | -22.5%
Cc1ccc(S(=O)(=O)N(C)CC(=O)NCCc2c[nH]c3ccccc23)cc1 | 113.8%[activator] | 17.7% | 4.2% | -8.6% | -0.1% | 16.8% | -10.9 | -0.2% | -13.9%
COc1cccc(CN(C)C(=O)c2csc3c2CCCC3)c1OC | 59.1%[activator] | -0.4% | -18.9% | 1.0% | -2.7% | -10.9% | -5.6 | -7.5% | -4.7%
CCOC(=O)c1sc(N)nc1C(C)C | 17.2% | -2.5% | ? | -0.7% | -6.3% | 28.2% | -4.1 | -12.3% | -8.1%
Cc1cc(C(=O)NCC(=O)Nc2c(C)cccc2C)c(C)o1 | -26.2% | 30.4% | -10.9% | 0.1% | 5.3% | -11.7% | -5.4 | -4.4% | -3.3%
CCOc1cccc(-c2c(C(=O)N/N=C/c3ccoc3)nnn2-c2nonc2N)c1 | 23.8% | 13.1% | -18.5% | -4.6% | -0.1% | 1.6% | -1.3 | -3.7% | -19.1%
OCCC1CN(Cc2cnc(-c3ccc(Cl)cc3)nc2)CCN1C1CCCCC1 (stereo not given) | 36.8% | 2.6% | -3.5% | 3.9% | 5.5% | ? | -6.2 | -1.7% | -14.6%
CCc1ccc(C(=O)NCC2COc3ccccc3O2)o1 (stereo not given) | 12.6% | 13.4% | -14.3% | -4.5% | 5.4% | 45.1% | -8.2 | -8.4% | -14.1%
Cc1cccc(Nc2ccc3nonc3c2[N+](=O)[O-])c1C | 119.6%[activator] | 19.7% | -8.0% | -5.3% | -3.9% | ? | -5.1 | -2.1% | -2.0%
CC(=O)c1ccc(OCCCN2CCCCC2)cc1 | 24.3% | 10.0% | -8.5% | 0.9% | -1.1% | 3.5% | -32.2* | -5.2% | -5.7%
O=C(CSc1nnc(C2CC2)n1-c1ccccc1)NCCc1ccccc1 | -4.0% | 0.9% | -8.6% | -1.4% | -6.3% | 5.3% | -1.2 | -14.4% | -12.7%
COc1ccc(NS(=O)(=O)c2cc(NC(=O)c3ccc(=O)[nH]c3)ccc2N2CCOCC2)cc1 | 14.1% | 15.1% | -7.3% | 6.8% | -1.6% | -10.4% | -8.4 | -12.1% | ?
N#CC(=C1CCCC1)c1nc(-c2ccc(Cl)cc2)cs1 | 11.7% | -1.1% | -20.1% | -4.8% | 9.7% | 4.6% | 1.8 | -17.4% | -19.8%
CC(=O)NC12CC3CC(C1)CC(C(=O)N(C)CC(=O)Nc1ccc(F)c(F)c1F)(C3)C2 | -6.3% | -9.2% | -3.7% | . | -1.1% | . | -14.1 | -8.1% | .
COc1ccc2c(c1)[nH]c1c(=O)n(CCc3cnc[nH]3)cnc12 | 55.3%[activator] | -6.1% | ? | 0.7% | 0.8% | -7.2% | 5.3 | -13.7% | 12.3%
COc1ccc(CCNC(=O)C2CCN(S(C)(=O)=O)CC2)cc1OC | 27.8% | 3.6% | -9.1% | 1.2% | -2.3% | -18.3% | 5.1 | 3.9% | -0.4%
O=C1OC(OC(=O)c2cccnc2Nc2cccc(C(F)(F)F)c2)c2ccccc21 (stereo not given) | . | -2.0% | . | -12.8% | 1.2% | . | . | -6.6%[19.4 µM] | -10.7%
CC1CCN(C(=S)NC2CC3CCC2C3)CC1 (stereo not given) | 17.5% | 2.9% | -6.2% | 1.4% | 0.3% | 35.2% | -5.6 | -11.9% | 2.3%
COc1ccc(CC(=O)Nc2ccc3nc(Nc4ccc(OC)cc4)cc(C)c3c2)cc1 | 9.6% | . | -24.5% | -6.3% | -2.3% | -27.4% | -0.4 | -4.8% | 570.4%[activator]
CCOC(=O)C1CCC(CN(Cc2ccccc2)S(=O)(=O)c2ccc([N+](=O)[O-])cc2)CC1 (stereo not given) | -2.5% | 3.5% | -13.4% | -3.0% | -3.2% | 3.5% | -1.0 | -3.1% | -13.8%
O=[N+]([O-])c1cc(Cl)c2cccnc2c1O | 91.2%[activator] | -11.9% | -13.3% | 1.4% | -2.2% | -22.9% | 14.6 | -12.9% | -15.1%
CCOc1cc(C(=S)N2CCOCC2)ccc1OS(=O)(=O)c1ccc(OC)cc1 | 13.8% | 10.1% | -25.2% | -7.0% | -1.2% | -11.4% | -2.2 | 4.2% | -12.3%
COc1ncnc(-c2ccccc2)c1-c1ccccc1 | -9.5% | . | -3.5% | . | -5.1% | . | -8.5 | -10.6% | .
CCN(CC)c1ccc(N=Nc2ncn[nH]2)cc1 | 21.2% | -3.7% | -27.0% | -4.4% | -4.0% | -0.1% | 13.5 | -0.6% | ?
CC(C)Oc1ccc(CNC(=O)CCCN2C(=O)c3cccnc3Oc3ccc(Cl)cc32)cc1 | 30.9%[activator] | . | -19.1% | -3.6% | -0.6% | -12.8% | -2.8 | -4.4% | -3.1%
COc1ccc(NC(=O)Cn2c(=O)cc(C)c3c(C)nn(-c4cccc(Cl)c4C)c32)cc1OC | -11.5% | . | -11.4% | -5.1% | -2.8% | ? | 2.0 | 1.7%[60.1 µM] | 7.6%
CC(NC(=O)/C(C#N)=C/c1ccc(N2CCOCC2)cc1)c1ccccc1 (stereo not given) | -2.2% | 39.0% | -4.7% | -3.4% | -4.3% | 34.5% | 1.9 | -8.1% | -1.9%
COc1ccc(CCC(=O)NCCc2cn3c(C)csc3n2)cc1 | -4.6% | 1.8% | -6.2% | -0.3% | -2.2% | 29.3% | 0.0 | -1.8% | -5.7%

One compound at a time, from the list above.
CC(C)Oc1ccc(CNC(=O)CCCN2C(=O)c3cccnc3Oc3ccc(Cl)cc32)cc1 as listed: Pol iota inh: 30.9%[activator]; APEX1 inh: .; POLH inh: -19.1%; BLM helicase inh: -3.6%; Glioma ERSR ind: -0.6%; Pol beta inh: -12.8%; LDHA block: -2.8; Pol kappa inh: -4.4%; Apoferritin bind: -3.1%
COc1ccc(CCC(=O)NCCc2cn3c(C)csc3n2)cc1 as listed: Pol iota inh: -4.6%; APEX1 inh: 1.8%; POLH inh: -6.2%; BLM helicase inh: -0.3%; Glioma ERSR ind: -2.2%; Pol beta inh: 29.3%; LDHA block: 0.0; Pol kappa inh: -1.8%; Apoferritin bind: -5.7%

(cont.)
SMILES | Pol iota inh | APEX1 inh | POLH inh | BLM helicase inh | Glioma ERSR ind | Pol beta inh | LDHA block | Pol kappa inh | Apoferritin bind
COc1ccc(NC(=O)CSc2nc(-c3cccs3)cc(C(F)(F)F)n2)c(OC)c1 | -12.0% | . | -23.6% | 2.8% | -1.9% | -1.5% | 1.0 | -22.6% | -1.8%
Cc1nc2c(-c3ccccc3)c(C)nn2c(C)c1CC(=O)O | -2.7% | 10.6% | 2.4% | -6.7% | -3.4% | 26.3% | 4.0 | -2.1% | -5.4%
COc1ccc(S(=O)(=O)N2CCCCC2)cc1NC(=O)Cc1sc(C)nc1-c1ccc(F)cc1 | 35.9%[activator] | -0.8% | -8.7% | . | -4.2% | . | -7.2 | -10.3% | .
COC(=O)c1oc2ccc(Br)cc2c1NC(=O)CN1CCN(C)CC1 | 3.7% | . | -5.2% | . | -5.7% | . | -9.9 | -0.5% | .
O=C1c2ccccc2C(=O)N1CCSc1nncs1 | 10.4% | 0.2% | -2.4% | 1.5% | -2.2% | 78.3% | -0.5 | -1.6% | -11.8%
CCOC(=O)C1CCN(c2csc3ccc(C)cc3c2=O)CC1 | -9.7% | . | -14.5% | -3.4% | -7.0% | 38.3%[activator] | 3.6 | -6.0%[60.1 µM] | -6.6%
O=C(CN1CCC(NC(=O)C2CCCCC2)CC1)Nc1ccccc1 | 38.5%[activator] | . | -19.0% | . | -1.4% | . | -16.3 | -13.5% | .
